CRFBP-R2 agonist: agonists of human CRF-binding protein/CRF-R2 receptor complex; HEK293 CRF-R2/CRF-BP, calcium dye fluorescence (FLIPR); percent of saturating CRF peptide response; activation, % at 13.2 µM; actives 0.46% (n = 350,000); AID 588473;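 active = activation of at least 50%, plus an integration ratio under a set limit after plate pattern correction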;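 also: plate controls were neutral control wells without compound for no effect and CRF at EC100 for full effect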
M5 PAM: potentiates acetylcholine response at human M5 receptor; P08912; activation, % at 3 µM; CHO-K1 hM5, Fluo-8 calcium, ACh EC20 PAM; 0% = ACh EC20, 100% = ACh EC100; AID 624038; actives 0.3% (n = 360,000);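 active = activation above the run cutoff, the mean activation of all test compounds plus 3 SD, cut at about 18% in these data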
Target sequence (P08912 whole entry, looked up): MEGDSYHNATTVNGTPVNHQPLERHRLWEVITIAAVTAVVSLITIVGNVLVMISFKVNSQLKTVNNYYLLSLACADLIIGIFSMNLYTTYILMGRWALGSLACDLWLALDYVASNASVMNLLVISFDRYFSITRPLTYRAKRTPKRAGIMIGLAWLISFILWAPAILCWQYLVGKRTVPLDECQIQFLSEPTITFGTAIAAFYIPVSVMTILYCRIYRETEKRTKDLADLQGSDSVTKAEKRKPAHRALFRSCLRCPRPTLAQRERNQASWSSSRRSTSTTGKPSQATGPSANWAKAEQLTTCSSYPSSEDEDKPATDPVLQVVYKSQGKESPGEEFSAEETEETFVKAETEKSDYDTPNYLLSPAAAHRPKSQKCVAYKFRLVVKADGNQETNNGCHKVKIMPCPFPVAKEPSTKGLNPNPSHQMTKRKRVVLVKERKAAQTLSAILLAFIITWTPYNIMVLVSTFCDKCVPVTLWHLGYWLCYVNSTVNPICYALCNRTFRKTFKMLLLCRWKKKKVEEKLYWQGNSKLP
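Test system: CHO-K1 hM5 cells / Doses: single-point, 3 µM nominal / Times: Post-acetylcholine fluorescence recording 140 s / Technique: Fluo-8 calcium fluorescence / Measure: Max/basal fluorescence ratio as % of EC20–EC100 ACh window / Benchmarks: low control EC20 acetylcholine (0%), high control EC100 acetylcholine (100%) / Replicates: one well per compound, no replicates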
TAAR1 ag: human TAAR1 agonism. AID 624467. actives 0.99% (n = 360,000). CHO RD-HGA16 TAAR1, Fluo-8 calcium fluorescence; vehicle wells 0%, saturating PEA agonist 100%. Q96RJ0. activation, % at 3 µM;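 active = activation above the mean activation of all test compounds in the run plus 3 SD, cut at about 38% in these data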
Target sequence (Q96RJ0 whole entry, looked up): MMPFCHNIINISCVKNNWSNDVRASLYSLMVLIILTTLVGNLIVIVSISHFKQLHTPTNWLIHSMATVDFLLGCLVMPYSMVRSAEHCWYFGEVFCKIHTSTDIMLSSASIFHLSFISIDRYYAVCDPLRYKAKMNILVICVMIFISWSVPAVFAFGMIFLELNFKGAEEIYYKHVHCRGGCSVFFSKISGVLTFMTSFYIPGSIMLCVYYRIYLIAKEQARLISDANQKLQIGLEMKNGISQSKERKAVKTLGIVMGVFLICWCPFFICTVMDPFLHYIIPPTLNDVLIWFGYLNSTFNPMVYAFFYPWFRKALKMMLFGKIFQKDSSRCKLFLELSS
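System: CHO-derived RD-HGA16 cells with stable Gα16 and human TAAR1 / Times: 17-24 h plating, Fluo-8 75 min 37 °C, 30 min RT / Technique: calcium-sensitive Fluo-8 signal, excitation 470-495, emission 515-575 nm / Measure: % activation relative to PEA EC100 response / Benchmarks: DMSO and PEA EC100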
CHRM5 agonist: agonists of human muscarinic M5 receptor (CHRM5) | AID 624037 | P08912 | actives 0.19% (n = 360,000) | activation, % at 3 µM | CHO-K1 hM5 cells, Fluo-8 calcium fluorescence; 0% DMSO wells, 100% maximal acetylcholine response;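 active = activation above the run's mean over test compounds plus 3 SD, cut at about 23% in these data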;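 also: signal is peak over basal fluorescence ratio across the kinetic read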
CHRM5 antagonist: CHRM5 antagonism in calcium assay; P08912; CHO-hM5 cells, Fluo-8 calcium fluorescence, ACh EC80; AID 624040; inhibition, % at 3 µM; actives 0.59% (n = 360,000);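 active = inhibition above a per-plate cutoff, the mean of that plate's test compounds plus 3 SD, cut at about 27% in these data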;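 also: 0% = acetylcholine EC80 with DMSO and 100% = DMSO without agonist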
CHRM4 PAM: potentiates acetylcholine response at human M4 receptor; P08173; CHO-K1 hM4/Gqi5, Fluo-8 calcium fluorescence, ACh EC20; 0% = ACh EC20, 100% = maximal ACh; activation, % at 3 µM; actives 0.4% (n = 360,000);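 active = activation above its plate's cutoff, the mean activation of sample wells plus 3 SD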; also: some results filed as inactive read as strong as hits
CHO-K1 Ca PAM: nonselective activator or artifact in parental CHO-K1 calcium assay. activation, % at 3 µM. ATP EC20, Fluo-8 calcium fluorescence; 0% at ATP EC20, 100% at ATP max. actives 0.02% (n = 360,000);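 active = activation above the run cutoff, the mean activation of all test compounds plus 3 SD, cut at about 40% in these data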;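 also: peak over basal fluorescence ratio in a 140 s read after ATP addition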
TAAR1 antag: antagonists of human TAAR1 | CHO RD-HGA16 TAAR1, Fluo-8 calcium fluorescence, antagonist | actives 1.5% (n = 360,000) | inhibition, % at 3 µM | AID 624466;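 active = inhibition above a per-plate cutoff, the mean inhibition of test compounds on that plate plus 3 SD, cut at about 49% in these data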;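 also: 0% = DMSO plus EC80 beta-PEA response and 100% = DMSO alone without agonist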
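Test system: RD-HGA16 CHO cells with stable hTAAR1 and Gα16 / Probe or stimulus: EC80 β-phenethylamine stimulus / Times: seeding 17-24 h prior, 75-min 37 °C, 30-min RT dye loading / Detection: Fluo-8 calcium-sensitive fluorescence / Read-out basis: % inhibition scaled between DMSO and EC80 PEA controls / Repeats: singlicate, one well per test compound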
CRFR2-BP antag: antagonists of CRF-binding protein/CRF-R2 receptor complex | HEK293 CRF-R2/CRF-BP, CRF-induced calcium fluorescence | inhibition, % at 11.8 µM | actives 0.59% (n = 350,000);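 active = inhibition of the ligand-induced calcium signal above about 50% at the single tested concentration, limit read from the data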
* = called active by the depositor; · = no result given.

Start of the data: the first 2 compounds (preview)
SMILES	CRFBP-R2 agonist	M5 PAM	TAAR1 ag	CHRM5 agonist	CHRM5 antagonist	CHRM4 PAM	CHO-K1 Ca PAM	TAAR1 antag	CRFR2-BP antag
CC(=O)c1cccc(NC(=O)C(C)OC(=O)CNC(=O)c2ccc(C)s2)c1 (stereo not given)	-0.1	-1.4	0.4	-1.2	9.1	-0.6	15.1	20.9	6.7
O=C(CN1C(=O)COc2ccccc21)NCC1CCCO1 (stereo not given)	0.3	-2.3	-2.3	-2.8	13.9	0.6	5.4	4.2	4.4

Results, from the start:
SMILES	CRFBP-R2 agonist	M5 PAM	TAAR1 ag	CHRM5 agonist	CHRM5 antagonist	CHRM4 PAM	CHO-K1 Ca PAM	TAAR1 antag	CRFR2-BP antag
CC(=O)c1cccc(NC(=O)C(C)OC(=O)CNC(=O)c2ccc(C)s2)c1 (stereo not given)	-0.1	-1.4	0.4	-1.2	9.1	-0.6	15.1	20.9	6.7
O=C(CN1C(=O)COc2ccccc21)NCC1CCCO1 (stereo not given)	0.3	-2.3	-2.3	-2.8	13.9	0.6	5.4	4.2	4.4
CCN1C(=N)N(c2ccccc2)C(=O)C(CC)(CC)C1=O	-1.7	-8.0	2.5	4.4	11.9	-6.0	2.3	-7.6	1.3
C#CCOCCOCCOCCNc1nc(N2CCOCC2)nc(N2CCN(C(=O)[C@H]([C@@H](C)CC)n3cc([C@@H](N)CC(C)C)nn3)CC2)n1	2.4	1.2	6.3	0.3	8.7	1.5	15.9	8.2	-4.7
Cc1cccc(OCc2nnc(SC(C)C(=O)Nc3ccc(N4CCOCC4)cc3)o2)c1 (stereo not given)	0.1	-4.7	2.4	0.6	9.5	7.2	11.2	0.6	0.6
CN1CCC(N(C)CC(=O)Nc2ccc3c(c2)OC(F)(F)O3)CC1	-0.7	6.4	1.4	-16.4	-3.5	-20.9	8.9	-17.9	3.9
N/C(=N\NC(=O)c1cccc(F)c1)c1cc2ccccc2oc1=O	0.5	9.1	-0.7	-0.2	-2.0	28.3*	20.9	-9.8	13.2
CCCCCCCOc1ccc(C2(C)NC(=O)NC2=O)cc1 (stereo not given)	-1.3	-0.6	5.1	-5.2	10.2	-1.8	13.8	3.8	-9.9
CCOC(=O)c1cnc2c(C(=O)OC)cccc2c1NCc1ccco1	0.7	4.2	7.9	-4.9	2.8	8.6	7.0	-10.0	9.9
COc1ccc(NC(=O)C2CCCN(c3ncccn3)C2)cc1 (stereo not given)	0.1	2.6	3.9	-2.8	9.5	-0.3	13.1	6.0	-7.1
CCOc1ccc(CN(C)C(=O)CNC(=O)C2CCCCC2)cc1OC	-0.4	4.2	-5.8	-0.9	-2.4	10.0	9.6	8.7	1.4
O=C(Sc1nnc(-c2ccccc2)o1)N1c2ccccc2Sc2ccccc21	0.4	-5.4	-2.0	-4.7	4.9	-5.7	23.6	-13.6	-29.4
COC(=O)c1c(NC(=O)CSc2ncnc3ccccc23)sc(C)c1C	0.4	2.6	2.4	0.4	-5.9	2.4	6.7	-34.5	0.7
O=S(=O)(NCc1ccc2c(c1)OCO2)c1ccc2oc3ccccc3c2c1	-1.6	-6.4	12.8	3.0	-4.1	-2.7	-1.2	9.1	-19.8
O=C(N/N=C/c1ccc(COc2ccc(Br)cc2)o1)c1ccc2c(c1)OCO2	3.8	-8.8	-1.1	-3.1	17.7	0.2	-13.9	-11.4	3.1
CN(C)CCN(C(=O)CCS(=O)(=O)c1ccccc1)c1nc2cc3c(cc2s1)OCO3	-0.3	-6.5	3.6	-2.9	-5.7	7.7	-2.5	-36.2	-5.7
CS(=O)(=O)N(CC(=O)N/N=C/c1cc([N+](=O)[O-])ccc1Cl)c1ccccc1	-1.1	-3.9	16.7	-2.8	6.9	-1.8	12.1	0.2	-8.9
C/C(=N\Nc1ccccc1)c1c(O)cc(C)oc1=O	-2.1	-7.6	11.7	-4.0	-8.7	3.5	15.6	8.6	-3.6
Cc1cccc(C)c1NC(=O)CN(C)CC(=O)Nc1ccccc1Oc1ccccc1	0.3	-7.6	6.5	-2.1	10.4	-2.8	18.0	6.5	-3.4
COc1cc(NC(=O)C2CCCN2S(=O)(=O)c2ccc3c(c2)CCC(=O)N3)cc(OC)c1 (stereo not given)	-0.2	0.2	0.0	-0.5	-2.0	10.1	35.0	7.1	2.3
CC(C)=C1C2CCC1C1C(=O)N(c3nc(-c4ccc(C(C)C)cc4)c(C)s3)C(=O)C21 (stereo not given)	1.1	7.1	0.1	-3.5	-19.1	0.7	13.9	-7.8	-4.4
Cc1ccc(C)c(NC(=S)NNC(=S)Nc2ccc(C(C)C)cc2)c1	-0.3	2.9	6.0	2.4	-9.4	11.1	8.2	21.7	-15.7
Cc1ccc2nc(SC(C)C(=O)Nc3cccc([N+](=O)[O-])c3)[nH]c2c1 (stereo not given)	-2.6	-7.2	7.6	0.6	5.8	5.4	25.5	3.4	-38.8
Cc1cc(OCC(=O)N(C)c2c(N)n(Cc3ccccc3)c(=O)[nH]c2=O)c(C(C)C)cc1Cl	4.7	3.7	-0.2	-1.7	6.7	9.0	5.7	-12.2	11.2
CC(=NNC(=S)SCc1ccccc1)c1ccccn1	-2.0	-1.8	-0.2	0.6	10.4	5.7	29.9	-20.7	-8.5
Cc1cc(C(=O)COC(=O)CC2Sc3ccccc3NC2=O)c(C)n1-c1ccc2c(c1)OCO2 (stereo not given)	0.5	-3.3	-0.5	-4.7	3.5	-6.2	4.3	34.2	19.6
CC(CN1CCOCC1)OC(=O)CCc1ccccc1 (stereo not given)	-0.5	8.4	10.7	-0.3	-0.9	-4.9	24.0	-10.9	9.9
C/C(=N\NC(=O)C1CCCC1)c1ccc(Cl)cc1Cl	-1.3	4.1	-1.8	-3.3	-1.7	3.8	16.1	-24.1	-10.8
CCC1CCCCN1C(=O)CSc1nnc2nc(C)cc(C)n12 (stereo not given)	-0.5	-0.4	-0.1	2.8	7.1	1.8	22.0	-4.3	4.4
Cn1c(=O)[nH]c2nnc(-c3ccc(Cl)c(Cl)c3)nc2c1=O	1.7	1.4	1.5	3.5	0.8	-9.9	14.3	7.3	-0.7
Cc1ccc(C(=O)N/C(=C\c2cn(S(=O)(=O)N(C)C)c3ccccc23)C(=O)NCCCN2CCOCC2)cc1	0.4	1.3	1.5	-6.5	6.0	4.1	-4.9	-16.0	-9.1
Clc1ccc(-c2csc(-c3ccno3)n2)cc1	-0.8	-17.4	-2.7	-7.1	17.8	-7.5	13.3	20.6	3.4
Cc1c(C(=O)O)cccc1-c1ccc(/C=N/n2cnnc2)o1	-1.8	3.4	7.4	0.1	0.0	1.3	11.6	-9.5	8.8
Cc1ccc(S(=O)(=O)N2CCOCC2)cc1NC(=O)C1=NN(c2ccccc2)C(=O)CC1	-0.8	-1.5	5.7	0.9	-2.9	-0.1	5.5	-1.7	-4.9
Cc1c(Cc2ccccc2)c(=O)oc2cc(OCC(=O)c3ccccc3)ccc12	2.2	-2.4	2.5	-1.3	4.2	0.4	9.1	-3.2	-13.6
Cc1cc(NC(=O)CC(C)C)c(=O)n(Cc2c(F)cccc2Cl)c1	-0.6	5.4	-1.2	-0.7	0.6	4.9	4.5	-4.5	-1.1
CCC(CC)C(=O)N(C)c1c(C)nc2c(OCc3ccc(C#N)cc3)cccn12	·	-3.8	-0.7	-0.4	0.6	0.5	3.4	-3.5	·
CC(C)c1nc2cc(C(=O)NC(C)c3cnn(C)c3)ccc2o1 (stereo not given)	-0.1	2.7	-0.2	-5.8	3.1	6.4	11.3	-7.1	5.3
CN(C)S(=O)(=O)c1cccc(C(=O)NCC2(N3CCOCC3)CCCCC2)c1	-1.9	0.0	4.0	-1.0	4.4	12.6	4.6	5.0	6.2
CCOc1cc(N2CCOCC2)c(OCC)cc1NC(=O)CSc1ncccc1C(=O)O	-2.5	-0.4	0.3	3.0	-1.2	10.5	13.3	-13.5	15.2
CCOC(=O)CN(C(=O)c1ccccc1)c1ccccc1C	1.1	-11.2	5.4	-4.8	6.6	-6.4	-2.3	1.2	5.8
O=C(Nc1ccccc1)C1CC(O)CN1S(=O)(=O)c1ccc([N+](=O)[O-])cc1 (stereo not given)	1.1	-1.4	-0.5	0.3	3.7	0.8	4.9	-7.0	8.9
CCOC(=O)Nc1ccc2c(c1)N(C(=O)CN(CC)CC)c1ccccc1C=C2	0.7	-21.6	0.9	-6.0	21.8	-15.3	-0.3	-17.2	-2.5
COc1ccc(OC)c(NC(=O)c2ccc(Cl)cc2)c1	0.6	-3.0	-1.9	-4.2	4.8	5.1	-7.5	-3.4	-1.2
COC(=O)c1cccc([N+](=O)[O-])c1CS(=O)(=O)c1ccc(C)cc1	-0.4	-5.1	3.8	2.2	5.2	-8.0	14.6	-31.1	-9.3
Cc1cnc2cc([N+](=O)[O-])ccc2n1	0.5	-12.8	-0.3	1.1	15.3	-6.3	11.5	-0.5	13.2
CC(=O)c1sc(Nc2ccccc2)nc1C	·	4.9	-1.5	-7.3	4.1	-3.0	1.3	-5.2	·
CC(=O)N1CCC2(CC1)C(C#N)=C(N)Oc1n[nH]c(C)c12	0.9	0.7	6.5	-1.0	-3.0	-1.3	-1.2	-12.2	15.4
CCOc1ccc(-c2cc(C(=O)Nc3cccc(C(F)(F)F)c3)[nH]n2)c(C)c1	·	-6.9	0.8	0.1	9.6	-1.4	-5.1	35.8	·
C[C@H](CO)N1C[C@H](C)[C@@H](CN(C)C(=O)Nc2ccccc2)Oc2ccc(NC(=O)Nc3ccccc3)cc2C1=O	-2.9	0.6	0.5	0.7	5.1	0.2	16.4	10.6	17.4
COc1ccc2[nH]c3c(c2c1)CCN1C(=O)C(CC(=O)NCc2cccc(C(F)(F)F)c2)C[C@H](C(=O)N(C(C)C)C(C)C)[C@@]31C (stereo not given in full)	-6.5	-2.7	-3.0	-1.5	-10.9	4.2	23.2	-37.9	-16.3
CCOc1ccc(C(=O)NC(C(=O)NCc2ccccn2)C(C)C)cc1 (stereo not given)	8.4	-6.0	2.6	-4.4	-15.1	-4.0	15.2	0.1	-49.3
NC(N)=N/N=C/c1ccc(Cl)c([N+](=O)[O-])c1	-1.0	4.2	7.4	-14.1	2.6	4.3	2.4	-3.3	-17.8

Entries of single compounds, looked up by structure:
C#CCOCCOCCOCCNc1nc(N2CCOCC2)nc(N2CCN(C(=O)[C@H]([C@@H](C)CC)n3cc([C@@H](N)CC(C)C)nn3)CC2)n1 is listed with CRFBP-R2 agonist = 2.4; M5 PAM = 1.2; TAAR1 ag = 6.3; CHRM5 agonist = 0.3; CHRM5 antagonist = 8.7; CHRM4 PAM = 1.5; CHO-K1 Ca PAM = 15.9; TAAR1 antag = 8.2; CRFR2-BP antag = -4.7
CC(=O)c1cccc(NC(=O)C(C)OC(=O)CNC(=O)c2ccc(C)s2)c1 (stereo not given) is listed with CRFBP-R2 agonist = -0.1; M5 PAM = -1.4; TAAR1 ag = 0.4; CHRM5 agonist = -1.2; CHRM5 antagonist = 9.1; CHRM4 PAM = -0.6; CHO-K1 Ca PAM = 15.1; TAAR1 antag = 20.9; CRFR2-BP antag = 6.7

Screens: PubChem, several laboratories
